Screens (PubChem BioAssay)
proCasp7 act: procaspase-7 activators, primary screen, counter-screen for procaspase-3 activator project, biochemical, absorbance, HTS, human. Caspase-7 (Homo sapiens), P55210. recombinant procaspase-7, Ac-DEVD-pNA absorbance 405 nm; D23A/D198A/D206A triple mutant, cannot self-cleave; scale: DMSO 0, 5 µM enzyme 100. activation, % at 8.5 µM. hit rate 0.093% among 330,000. AID 463210, 2010;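 active = percent activation above the screen-wide mean plus 3 SD, cut at about 25% in these data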
Target sequence (P55210 whole entry D23A/D198A/D206A): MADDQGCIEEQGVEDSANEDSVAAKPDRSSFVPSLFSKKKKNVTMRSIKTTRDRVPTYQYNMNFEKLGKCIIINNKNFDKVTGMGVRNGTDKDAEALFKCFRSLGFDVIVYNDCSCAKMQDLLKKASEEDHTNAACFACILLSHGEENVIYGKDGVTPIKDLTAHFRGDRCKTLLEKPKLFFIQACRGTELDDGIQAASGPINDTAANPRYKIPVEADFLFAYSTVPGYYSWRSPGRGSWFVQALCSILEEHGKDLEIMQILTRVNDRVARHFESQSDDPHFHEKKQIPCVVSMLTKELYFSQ
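Assay system: Uncleavable procaspase-7 mutant enzyme / Input: 2 µM procaspase-7 mutant as dispensed / Dosing: single nominal 8.5 µM compound dose, 0.8% DMSO final / Timing: 1 h enzyme–compound preincubation and 2 h substrate reaction, both 25 °C / Detection: p-Nitroaniline absorbance at 405 nm, read at 0 and 120 min / Replication: singlicate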
TPT1 inh: Candida albicans TPT1 enzyme inhibitors, primary screen, biochemical, fluorescence polarization; tRNA 2'-phosphotransferase TPT1 (Candida albicans SC5314); recombinant caTPT1, FP RNA substrate dephosphorylation; inhibition, % at 5 µM; hit rate 0.81% among 300,000; AID 1962, 2009;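 active = inhibition above the mean of all tested compounds plus 3 SD, set per screening campaign, cut at about 24% in these data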;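 note: plate controls were DMSO alone for no effect and ferristatin control at 100 nM for full effect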
GASC-1 inh: inhibitors of GASC-1 histone demethylase, primary screen, biochemical, fluorescence, DELFIA europium; GST-JMJD2C(1-420) H3K9me3 demethylation; AID 2099, 2009; hit rate 0.069% among 330,000; inhibition, % at 2.35 µM; Lysine-specific demethylase 4C (Homo sapiens), Q9H3R0;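 active = more than half of a compound's replicate wells show inhibition beyond 50%, single wells judged on their own value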;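 note: signal counts dimethyl H3K9 product captured on neutravidin plate; 0% = median of DMSO wells and 100% = 0.3 times that DMSO median; strong numbers were not always called active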
PP1 counter: PP1-alpha phosphatase inhibitors, primary screen, counter-screen for PP5 inhibitor project, biochemical, fluorescence, OMFP substrate, single point; Serine/threonine-protein phosphatase PP1-alpha catalytic subunit (Homo sapiens), P62136; inhibition, % at 6.7 µM; purified PP1alpha; AID 2235, 2010; hit rate 0.9% among 320,000;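 active = inhibition above the mean inhibition of all tested compounds plus 3 SD, computed separately for each screening campaign, cut at about 15% in these data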
PP5 inh: PP5 phosphatase inhibitors, primary screen, biochemical, fluorescence. purified PP5c, OMFP substrate fluorescence. inhibition, % at 6.7 µM. hit rate 0.18% among 320,000;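 active = inhibition above the campaign's mean inhibition across all tested compounds plus 3 SD, cut at about 9.5% in these data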;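 note: 0% = DMSO only and 100% = 100 µM cantharidin control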
Target sequence (P53041 whole entry, looked up): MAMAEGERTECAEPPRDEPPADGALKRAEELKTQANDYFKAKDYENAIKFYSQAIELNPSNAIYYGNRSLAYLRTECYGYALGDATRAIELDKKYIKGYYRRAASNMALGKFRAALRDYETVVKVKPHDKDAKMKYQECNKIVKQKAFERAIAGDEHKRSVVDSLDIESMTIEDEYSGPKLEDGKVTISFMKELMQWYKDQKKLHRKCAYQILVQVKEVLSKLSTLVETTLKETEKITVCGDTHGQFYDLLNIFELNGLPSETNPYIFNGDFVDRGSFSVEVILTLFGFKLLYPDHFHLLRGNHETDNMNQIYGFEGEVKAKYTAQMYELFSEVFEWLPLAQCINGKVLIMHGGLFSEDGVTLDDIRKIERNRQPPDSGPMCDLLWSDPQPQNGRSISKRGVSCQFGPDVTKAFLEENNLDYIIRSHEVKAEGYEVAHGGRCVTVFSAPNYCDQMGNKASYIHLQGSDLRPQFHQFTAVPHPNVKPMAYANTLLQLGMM
Fh CTSL1 inh: Fasciola hepatica cathepsin L1 inhibitors, primary screen, counter-screen for PFM18AAP inhibitor project, biochemical, QFRET, fluorogenic peptide substrate. inhibition, % at 5.96 µM. hit rate 0.49% among 300,000. recombinant F. hepatica cathepsin L1, Z-Leu-Arg-MCA fluorescence;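 active = inhibition above the mean of all tested compounds plus 3 SD, set per screening campaign, cut at about 17% in these data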;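 note: 0% = plate median of test compound wells and 100% = 1 µM Z-Phe-Ala-diazomethylketone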
HCV core dimer: inhibitors of HCV core protein dimerization, primary screen, biochemical, TR-FRET, high-throughput; TR-FRET GST/Flag-core106 dimerization, 1536-well; inhibition, % at 5 µM; hit rate 0.33% among 300,000;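 active = inhibition above the mean of all tested compounds plus 3 SD, set per screening campaign, cut at about 45% in these data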
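System: GST-tagged and Flag-tagged HCV core protein residues 1-106 / Input: core106 proteins, GST 13.5 nM and Flag 17 nM / Buffer or medium: KF-containing HEPES buffer, pH 7.45, DTT, CHAPS, BSA / Probe or stimulus: Eu-anti-GST and XL665-anti-Flag labelled anti-tag antibodies / Schedule: 4 h, 22.5 °C incubation / Technique: TR-FRET 671 and 617 nm emission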
proCasp3 act: activators of human procaspase-3 D3A mutant, primary screen, biochemical, absorbance, PC-3 D3A mutant, single concentration | Caspase-3 (Homo sapiens), P42574 | recombinant procaspase-3 D3A, Ac-DEVD-pNA absorbance 405 nm | activation, % at 8.5 µM | hit rate 0.11% among 330,000;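 active = activation above the mean of all tested compounds plus 3 SD, cut at about 21% in these data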;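 note: 0% = DMSO alone and 100% = DMSO wells spiked with extra 5 µM PC-3 D3A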
Target sequence (P42574 whole entry D9A/D28A/D175A): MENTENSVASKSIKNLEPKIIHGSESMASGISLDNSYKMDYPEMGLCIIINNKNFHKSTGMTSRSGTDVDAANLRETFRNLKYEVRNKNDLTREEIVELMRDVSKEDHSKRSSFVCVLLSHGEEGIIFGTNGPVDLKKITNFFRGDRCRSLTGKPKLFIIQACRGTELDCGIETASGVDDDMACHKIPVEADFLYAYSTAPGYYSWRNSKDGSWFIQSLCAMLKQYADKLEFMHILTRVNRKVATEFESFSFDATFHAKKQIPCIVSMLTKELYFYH
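Compound: 8.5 µM single point, 0.8% DMSO / Material: Autoprocessing-dead procaspase-3 D3A mutant enzyme / Timing: 1 h preincubation plus 2 h reaction at 25 °C / Medium: Zinc-free HEPES/NaCl buffer with 0.01% Triton X-100 at pH 7.4 / Technique: 405 nm absorbance of p-nitroaniline, reads at 0 and 120 min / Repeats: one well per compound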
Efflux pump mplx: inhibitors of Candida efflux pumps in yeast, primary screen, S. cerevisiae, Nile Red, multiplex; hit rate 0.44% among 330,000; AID 485275, 2010; inhibition, % at 10 µM; S. cerevisiae Candida pump triplex;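 active = plate passing quality check with inhibition over a set limit, or well fluorescence over plate mean plus 4 SD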;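 note: Nile Red retained in pooled yeast measured as flow cytometry median fluorescence; 0% = buffer negative control and 100% = Enniatin B positive control; higher means more Nile Red kept so more efflux inhibition; some compounds called inactive have numbers as strong as hits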
* = called active by the depositor; / = no result given; & = joins results of further samples.

SMILES	proCasp7 act	TPT1 inh	GASC-1 inh	PP1 counter	PP5 inh	Fh CTSL1 inh	HCV core dimer	proCasp3 act	Efflux pump mplx
CSc1ccccc1NC(=O)c1cc2c(=O)n3ccccc3nc2s1	39*	2	0	-2	1.1	2	4	-6	0.0
CCOc1ccc(NC2c3ccccc3C(=O)N2Cc2ccc3c(c2)OCO3)cc1 (stereo unspecified)	-9	-2	1	6	1.7	-3	26	-5	-0.1
COc1ccc(-c2c(-c3ccccc3OC)sc3ccccc23)cc1C=O	-1	/	4	-3	2.8	/	/	4	-0.2
CCn1c(SCC(=O)O)nnc1-c1cc2c(C)nn(-c3ccccc3)c2s1	3	-1	0	-1	-0.5	4	3	9	-0.2
CC(C)c1nnc(NC(=O)CCC(=O)NCc2ccco2)s1	-4	-1	-4	-1	1.4	3	-3	0	0.1
COCCNC(=O)c1ccccc1NC(=O)c1cc(OC)cc(OC)c1	1	-1	6	0	2.4	-3	0	-3	-0.4
CCC(NC(=O)OCc1ccccc1)C(=O)Oc1ccc2ccc(=O)oc2c1 (stereo unspecified)	13	-1	2	2	0.4	-10	5	4	0.2
N#C/C(=C\c1cccs1)C(=O)Nc1nccs1	10	0	-14	1	2.7	0	5	-4	-0.1
COC(=O)C1=C(C(C)=O)C(c2ccc(C)cc2)n2nnnc2N1 (stereo unspecified)	4	3	5	-2	-1.8	4	1	-7	-0.1
CCCC1OC23CCCCC2C(C#N)(C(=N)O3)C1(C#N)C#N (stereo unspecified)	-6	-18	3	2	1.7	-3	-7	-11	0.0
COc1ccc2c(COC(=O)CNS(=O)(=O)c3ccc(C)c(C)c3)cc(=O)oc2c1	2	/	/	0	3.9	/	/	-6	0.1
C=CCC1(CC=C)CCCN1C(=O)c1cc(COc2ccc(C)nc2)on1	3	-3	-3	-3	2.2	3	11	0	0.0
Nn1c(Cc2cccc3ccccc23)nnc1SCc1ccccc1Cl	-8	-2	2	0	1.2	-2	10	-4	-0.1
COc1ccccc1C(=O)NCCn1cc(SCC(=O)NCc2ccco2)c2ccccc21	-6	0	-9	0	3.3	0	1	-1	0.4
N#Cc1ccc(CNC(=O)N2CCOCC2)cc1	21	3	-1	7	1.7	-1	2	-6	0.0
Cc1[nH]c2ccc(C(=O)NCCN3CCCCCC3)cc2c1C	-2	4	-6	-3	-2.2	0	2	-1	0.0
O=C(O)CCn1c(SCc2cccc3ccccc23)nc2ccccc21	1	1	0	0	0.8	6	2	-1	0.0
CN(CCOc1cccc2ccccc12)Cc1ccccc1	5	1	8	0	1.0	3	1	4	-0.2
Nc1ccccc1N1CCOCC1	0	-4	4	1	-0.4	4	-5	-5	-0.1
Cc1cc2c(ncn2C(C)C)c(NS(=O)(=O)c2ccc(F)cc2)c1C	2	0	41	-3	-0.5	-3	8	11	0.1
COc1ccc(NC(=O)c2ccco2)cc1NC(=O)c1cccs1	2	-3	-10	-1	-1.5	-2	0	-1	-0.1
CCOc1c(C)cc(S(=O)(=O)NCc2cccnc2)c(C)c1C	0	1	7	0	4.9	1	-2	-4	0.2
CCOC(=O)C(=CNc1ccccc1N1CCOCC1)C(=O)OCC	3	0	-16	-1	0.4	3	1	2	0.0
Cc1nn(-c2cc(C)c3ccccc3n2)c2c1CCC2	-2	-2	16&-6	-1	0.2	-2	-5	4	0.0
NC(=O)c1ccccc1N/C=C/C(=O)c1ccco1	-6	3	2	-3	-1.6	2	3	-9	0.2
CCCC(=O)NC1=C(C#N)C2(CCCC2)Cc2ccccc21	5	-2	1	-2	0.3	-1	2	3	-0.1
COc1cccc(CNCc2ccc(C(=O)O)cc2)c1OC	8	-2	7	-1	0.9	0	1	-1	0.0
N=C1c2ccccc2CN1NC(=O)COc1ccc(Cl)cc1	3	0	1	-3	-1.8	-4	-5	3	0.3
O=C(CNC(=O)c1ccc2ccccc2c1)NC1CCCCC1	-1	/	8	/	/	/	/	-4	-0.1
COc1ccc(OCCCN2CCCC(C)C2)cc1 (stereo unspecified)	-5	-1	5	7	3.5	2	-3	6	0.1
COc1ccccc1C(=O)N1c2ccccc2Sc2ccccc21	0	-3	3	5	3.0	5	3	-10	0.4
COCCCNC(=O)CSC1=Nc2ccccc2C2=NC(Cc3c[nH]c4ccccc34)C(=O)N12 (stereo unspecified)	8	-2	3	-2	0.9	3	3	6	0.1
CC1CCN(CCCn2c(SCC(=O)Nc3ccccc3Cl)nc3ccccc3c2=O)CC1	10	-1	-3	0	2.8	-2	3	-5	-0.2
Cc1ccc(S(=O)(=O)N2CCCc3cc(NC(=O)c4c(F)cccc4F)ccc32)cc1	-7	-1	0	-1	1.9	0	9	0	-0.3
Cc1ccc(S(=O)(=O)N2CCN(S(C)(=O)=O)C2c2ccccc2)cc1 (stereo unspecified)	4	2	6	-6	2.3	1	9	-3	0.1
Cn1c(N)c(C(=O)COC(=O)c2cc(C3CC3)nc3ccccc23)c(=O)n(C)c1=O	2	-3	4	0	2.0	0	-11	5	-0.2
CC(C)(C)OC(=O)N1CCC(CC2CC(c3cccc(Br)c3)=NO2)(C(=O)O)CC1 (stereo unspecified)	-11	2	-14	-5	-0.9	0	1	-4	0.0
CN(CC(=O)NC1CCCc2ccccc21)C1CCCCC1 (stereo unspecified)	-1	-2	7	-4	-2.0	5	1	5	-0.1
CCn1c(SCc2ccc(Cl)c(Cl)c2)nnc1C(C)NC(=O)c1ccc(OC)cc1 (stereo unspecified)	3	-1	2	1	5.5	-1	0	9	0.3
Cc1c(Cl)cccc1N(CC(=O)N1CCCCCC1)S(C)(=O)=O	-2	2	6	-6	1.3	2	2	2	0.0
COc1ccc(OC)c(NC(=O)c2nc(-c3ccccc3)oc2C)c1	11	1	15	-4	-0.7	-3	2	6	-0.1
Cc1ccc(NC(=O)Cn2cccc2)c(Br)c1	-10	-3	-4	-1	4.1	0	-4	-3	-0.1
O=C(COC(=O)c1ccc(Cl)cc1O)NC(=O)C1CCCCC1	2	0	-24	-2	2.5	-3	8	-15	-0.1
CC(C)N(C)Cc1nnnn1CC(=O)N(C)Cc1ccc(F)cc1	2	-1	7	2	0.0	-1	0	0	-0.1
CSc1nc2ccccc2c(=O)n1Cc1ccc(F)cc1	6	1	-3	3	-0.4	-2	-1	1	0.1
CCCOc1ccc(NC(N)=O)cc1OCCC	-2	-4	6	4	1.5	-2	-14	-5	-0.1
CCCCSc1nc2c(cc1C#N)CCC2	-6	-2	3	1	0.9	0	3	4	0.0
COc1ccc2nc(SCc3cccc(C)c3)nc(C)c2c1	9	-4	-9	2	0.9	4	-5	-3	-0.1
COc1ccc2nc(SCc3nc(N)nc(Nc4ccccc4)n3)[nH]c2c1	-7	1	-26	3	2.7	5	3	2	-0.1
CCCOc1ccc(C2C(C(=O)c3ccc(C)o3)=C(O)C(=O)N2Cc2cccnc2)cc1 (stereo unspecified)	-62	4	-19	11	3.4	-2	5	-25	0.0
CC(C)CC(NC(=O)C(NC(=O)OC(C)(C)C)C(C)C)C(N)=O (stereo unspecified)	0	-1	4	-2	-0.9	-2	0	3	0.0
COc1ccccc1OCC(=O)NCC1CCCN(Cc2cnn(C(C)C)c2)C1 (stereo unspecified)	4	-1	-27	-2	0.7	0	7	6	0.1
COc1ccc(NCc2nnc(SCCN3CCCCC3)n2-c2ccc(C)cc2)cc1	-3	-3	4	0	1.1	1	4	15	0.3
O=c1cc(/C=C/c2cccs2)[nH]c2ccccc12	5	1	-2	-2	-0.8	5	-3	1	-0.3
Cc1ccc(N2CN(Cc3ccco3)CNC2=S)cc1	1	-2	5	-1	-1.9	-1	0	7	-0.1
CN1CCN(NC(=O)c2cccc(F)c2)CC1	1	-3	6	-1	-2.7	2	-3	-3	-0.2
Cc1ccc(C23CC4CC(CC(C(=O)NC(C)C)(C4)C2)C3)cc1	-2	0	8	-2	4.4	2	-1	8	0.0
CC1(C)CNC(=O)c2sc(NC(=O)c3ccccc3Cl)nc2C1	6	-3	-14	-5	2.1	-5	-2	3	-0.1
C[C@H]1COC(=O)[C@H](Cc2ccc(F)cc2)C/C=C\C[C@@H](CC(=O)NCCO)C(=O)N1	12	/	-3	/	/	/	/	-10	-0.4
C#CCOCCOCCOCCNc1nc(N2CCN(C(=O)CCCCCCCCCCNC(=O)[C@@H]([C@H](C)O)n3cc(C)nn3)CC2)nc(N2CCN(C(=O)CCCCCCCCCCNC(=O)[C@@H]([C@H](C)O)n3cc(C)nn3)CC2)n1	1	3	-14	2	4.2	-1	4	-10	0.0

Continued:
SMILES	proCasp7 act	TPT1 inh	GASC-1 inh	PP1 counter	PP5 inh	Fh CTSL1 inh	HCV core dimer	proCasp3 act	Efflux pump mplx
O=C(CSC1=NS(=O)(=O)c2ccccc2N1)NCc1ccc(F)cc1	4	1	13	-3	1.1	-3	5	-5	-0.1
CC1CC(=O)N(CC(=O)N2CCCC2)c2ccccc2S1 (stereo unspecified)	-3	-1	0	-2	-3.2	5	-2	-1	-0.1
O=C1c2cccc3cccc(c23)C(=O)N1OS(=O)(=O)c1ccc(Br)cc1	-10	-2	17	0	-0.7	0	6	4	0.0
CCCNC(=O)CCn1nc(-c2ccccc2)c2ccccc2c1=O	-2	1	-6	-5	-2.1	-3	-1	-7	-0.1
CC(NC(=O)COC(=O)c1cc(NS(=O)(=O)c2ccc(Cl)c([N+](=O)[O-])c2)ccc1O)C1CC2CCC1C2 (stereo unspecified)	2	-2	4	4	3.8	2	27	7	0.0

Part of the list above in order of count of non-hydrogen atoms, rising:
SMILES	proCasp7 act	TPT1 inh	GASC-1 inh	PP1 counter	PP5 inh	Fh CTSL1 inh	HCV core dimer	proCasp3 act	Efflux pump mplx
CC1CC(=O)N(CC(=O)N2CCCC2)c2ccccc2S1 (stereo unspecified)	-3	-1	0	-2	-3.2	5	-2	-1	-0.1
O=C1c2cccc3cccc(c23)C(=O)N1OS(=O)(=O)c1ccc(Br)cc1	-10	-2	17	0	-0.7	0	6	4	0.0
CC(NC(=O)COC(=O)c1cc(NS(=O)(=O)c2ccc(Cl)c([N+](=O)[O-])c2)ccc1O)C1CC2CCC1C2 (stereo unspecified)	2	-2	4	4	3.8	2	27	7	0.0
